# CHX counter = affects cycloheximide protein synthesis inhibition readout, counter-screen | 300,000 tested, 12% active | max response, % | cell reporter, cycloheximide protein synthesis inhibition counterscreen | AID 2314; in the data active = max response mostly above about 13%, no sharp cut-off; inactive = mostly below about 14%; note: read at 38.3 µM for the half of the compounds with a filed dose; 0% is about no effect
# Pf growth 48h = inhibits P. falciparum growth in the first generation, 48 h; AID 504832; P. falciparum luciferase growth in erythrocytes, 48 h; Potency, µM (series often up to 28.7 µM), without a hit: at the top dose activity change, negative = inhibition, hits mostly inhibitors; 310,000 tested, 5.9% active; note: potency is the fitted concentration of half-maximal effect; % is set by controls: 0 for no effect and ±100 for the full control effect
#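 Parasite viability was followed by luminescence of a genomically integrated firefly luciferase. Cultures held 0.1% parasitemia at 2% hematocrit (final), incubated under 5% CO2 at 37 C.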
# FBPA Giardia inh = inhibitors of Giardia lamblia fructose-1,6-bisphosphate aldolase; Potency, µM (titrated, usually from 59.6 µM), for the others: at the top dose activity, negative = inhibition, actives largely listed as inhibitors; 290,000 tested, 0.71% active; purified Giardia FBPA; A8B2U2; note: potency is the fitted concentration of half-maximal effect; % is set by controls: 0 for no effect and ±100 for the full control effect; nearly all actives have a fitted effect of over 55% in size
# Target sequence (A8B2U2 whole entry, looked up): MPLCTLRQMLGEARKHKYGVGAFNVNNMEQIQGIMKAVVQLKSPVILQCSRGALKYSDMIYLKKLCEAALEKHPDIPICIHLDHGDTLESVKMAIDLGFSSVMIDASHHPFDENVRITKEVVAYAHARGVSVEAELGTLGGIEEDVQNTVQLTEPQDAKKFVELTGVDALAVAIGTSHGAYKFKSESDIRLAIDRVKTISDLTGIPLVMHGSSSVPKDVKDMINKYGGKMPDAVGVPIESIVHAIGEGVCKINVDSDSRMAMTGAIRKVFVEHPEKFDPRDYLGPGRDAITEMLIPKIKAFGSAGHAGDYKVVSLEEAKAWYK
#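 40 nM FBPA preincubated 10 min at RT with compound (up to 57.5 uM final), then substrate plus GAPDH/TPI/NAD/arsenate coupling and diaphorase/resazurin added. Fluorescence read after 20 min at RT, 525/598 nm.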
# Pf growth 96h = P. falciparum growth inhibition at 96 hour, primary screen for plastid delayed-death inhibitors; 320,000 tested, 6.9% active; P. falciparum luciferase reporter growth, 96 h; Potency, µM (highest dose often 28.7 µM), for inactives: top-dose activity change, negative = inhibition, most hits filed as inhibitors; note: potency is the fitted concentration of half-maximal effect; % is set by controls: 0 for no effect and ±100 for the full control effect
#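 Erythrocytes infected with luciferase-expressing P. falciparum were dispensed at 2% hematocrit and 0.05% parasitemia (final), then incubated with compounds 96 hours at 37 C in 5% CO2. Luminescence after detection reagent addition reported growth.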
# Sm TGR inh = blocks Schistosoma mansoni thioredoxin glutathione reductase; Q962Y6; purified TGR, DTNB reduction, TNB absorbance 405 nm; Potency, µM (series often up to 114 µM), for the others: at the highest dose activity change, negative = inhibition, usual class: inhibitors; 360,000 tested, 3% active; note: potency is the fitted concentration of half-maximal effect; % is set by controls: 0 for no effect and ±100 for the full control effect; nearly all actives have a fitted effect of over 60% in size
#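 Kinetic colorimetric format: TGR-catalysed, NADPH-driven DTNB reduction monitored via TNB absorbance. Enzyme dispensed at 20 nM; compound exposure 15 min at room temperature before reaction start.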
# Shiga inhibitor = blocks Shiga toxin action in Vero cells. Vero cells, Shiga toxin protein synthesis inhibition reporter. inhibition, % at 38.7 µM. 290,000 tested, 9.2% active; in the data active = inhibition mostly above about 28%, no sharp cut-off; inactive = mostly below about 43%; note: 0% is about no effect
# Starred values were filed as active, the others as inactive; ? = inconclusive; . = not tested or not shown; [ ] = another dose, or the depositor's remark. Unless noted, calls come from the whole dose curve; as a rule, active = well fitted curve in the direction sought with a large enough effect; inconclusive = small, poorly fitted or top-dose-only effect, or another doubt; inactive = no such curve, though single readings can be large; an effect the other way counts as inactive or inconclusive.
SMILES,CHX counter,Pf growth 48h,FBPA Giardia inh,Pf growth 96h,Sm TGR inh,Shiga inhibitor
COc1ccc(N2CCN(C(c3cccs3)C(C)NC(=O)c3ccco3)CC2)cc1 (configuration not stated),9,?,-14%,110%[activator],-24%,7
CC(C)Oc1ccc(Cc2cnc(N)nc2N)cc1,5,.,15%,6.6µM*,-2%,25
COc1ccc(C(=O)Nc2cc(C)c(NC(=O)c3ccccn3)cn2)cc1,40*,61%[activator],-20%,-40%,0%,48*
Cc1ccc(-c2ccc(/C=C3\C(=O)ON=C3c3ccccc3)o2)c([N+](=O)[O-])c1,-2,-1%,-25%,17%,?,-6
O=C(O)c1cc(N/C(=N\S(=O)(=O)c2ccc(F)cc2)c2ccccc2)ccc1O,.,-10%,.,0%,1%,.
CCOc1ccc(N=C2NN=C(c3cc(C)n(CC4CCCO4)c3C)CS2)cc1 (configuration not stated),-1,?,-14%,2.1µM*,-13%,-6
Cc1cc(C2=NNC(=NC3CC3)SC2)c(C)n1Cc1ccco1,95*,-54%,-3%,?,-9%,137*
O=C(Nc1cccc(Cl)c1N1CCCC1)c1cc2ccccc2o1,28*,-2%,0%,1.3µM*,5%,29*
O=C(COc1ccccc1)Nc1ccc(CN2CCCCC2)cc1,-2,0%,1%,0%,4%,-10
Cc1cccc(C)c1OCC(=O)Nc1ccc2c(c1)C(=O)NC2=O,-3,20%,.,43%[activator],-7%,-8
O=C(C[n+]1cc(-c2ccccc2)n2c1CCC2)c1cccs1,-4,?,6%,?,-6%,-4
Cc1c(Cl)cnc(NC(=O)COC(=O)c2cccc(S(=O)(=O)N3CCc4ccccc4C3)c2)c1Cl,-1,9%,-12%,5%,1%,-8
CCN1CCN(CC(O)COCc2cc(OC)c(OC)c(OC)c2)CC1 (configuration not stated),-1,2%,-5%,?,-1%,-16
CCc1ccc(N2C(=O)NC(=O)/C(=C/c3ccsc3)C2=O)cc1,-2,-22%,-8%,?,-18%,9
CCOC(=O)C(C(=O)Nc1nccs1)C1CCCCC1 (configuration not stated),0,-9%,0%,44%[activator],-28%,24
Clc1ccc(OCc2nc(-c3ccncc3)no2)cc1,31*,.,-7%,10µM*,-1%,36
COc1ccc(-n2nc3c(c2NC(=O)COc2ccccc2F)CS(=O)(=O)C3)cc1,-1,?,.,-22%,-20%,-4
O=C(NCCc1ccccc1)c1ccc2nc(N3CCOCC3)sc2c1,12*,3%,10%,?,-5%,14
Cc1ccc(NC(=O)CCn2cnc3ccccc3c2=O)cc1,13,3%,1%,?,.,23
COc1cc(OC)cc(C(=O)Nc2ccc3c(c2)n(C)c(=O)n3C)c1,4,3%,-8%,55%[activator],-24%,20
O=C(NCCCN1CCN(c2ccccc2F)CC1)C1CCC(=O)N1C1CCCCC1 (configuration not stated),-3,6%,-1%,37%[activator],9%,-11
CCOc1cc(C(=O)N2CCC(CC3CC(c4cccc(Br)c4)=NO3)(C(=O)NCC3CCCCC3)CC2)cc(OCC)c1OCC (configuration not stated),-2,0.37µM*,4%,?,0%,-7
Cc1ccc2scc(N3CCN(C)CC3)c(=O)c2c1,48*,.,.,.,-7%,83*
COc1ccc(-c2nc3ccccc3c(=O)n2CCc2ccc(O)cc2)cc1,18,?,-5%,?,-3%,41
CC(=O)O[C@@H]1[C@H](OC(=O)CC(C)C)c2c(ccc3ccc(=O)oc23)OC1(C)C,-4,-15%,-4%,?,-11%,-14
Cc1ccc(C(=O)N(CCN(C)C)CC2CCCN(Cc3ccccc3F)C2)cc1C (configuration not stated),-1,?,-3%,30%[activator],-38%,.
O=C1C(Cl)=C(Nc2ccccc2)C(=O)c2ccccc21,9,23%,?,8%,1µM*,69*
Cc1c(C(=O)Nc2ccncc2)oc2c1C(=O)CC(C)(C)C2,-1,-16%,5%,18%,12%,-9
O=C(Cc1ccccc1)NCc1ccc2c(c1)OCO2,59*,.,4%,10µM*,10%,118*
CCOc1ccccc1NC(=O)CSc1nnnn1-c1ccc(C(=O)OC)cc1,-6,13%,0%,4.1µM*,-3%,-5
N#Cc1ccc(C(=O)Nc2cc(S(=O)(=O)Nc3ccc(Cl)cc3)ccc2N2CCCCC2)cc1,-3,13µM*,6%,10µM*,0%,-4
COc1ccc(S(=O)(=O)NCc2ccc3c(c2)OCO3)cc1C,-1,.,-3%,11%,0%,-16
CCOc1ccc2oc(=O)cc(C)c2c1,10,.,-1%,?,-17%,8
COc1cc(NC2c3ccccc3C(=O)N2Cc2ccc3c(c2)OCO3)cc(OC)c1 (configuration not stated),5,0%,-4%,-39%,31%,25
CC(=O)Nc1sc(NC(=O)c2ccc(C)cc2)nc1-c1cccs1,-5,-27%,4%,?,3%,18
O=C1CC(c2ccccc2)CC(O)=C1C=NCCc1ccccc1 (configuration not stated),10,-8%,2%,38%[activator],-23%,15
COc1ccc(-c2nc(-c3ccccc3)ncc2S(C)(=O)=O)cc1,-2,0%,-1%,32%,13%,-1
C=CCN1C(=O)SC(Cc2cccc(OC)c2O)C1=O (configuration not stated),5,31%[activator],2%,52%[activator][5.75 µM],8%,12
CCN1C(=O)N(CC)C(=O)C2(Cc3ccccc3N3CCN(c4ccccc4)CC32)C1=O (configuration not stated),36*,?,-14%,?,45µM*,70*
CC1CCN(C(=O)c2ccc(S(=O)(=O)N3CCCC3)cc2)CC1,.,15%,.,-13%,3%,.
Clc1ccc(C(Cn2ccnc2)OCc2c(Cl)cccc2Cl)c(Cl)c1 (configuration not stated),.,2.3µM*,.,2.9µM*,1%,.
Cc1ccc2c(c1)c1c(n2C)C(=O)CCC1,1,12%,2%,58%,2%,19
Cc1nc2ccccc2c(=O)n1NCc1cccs1,10,?,-7%,?,-7%,10
O=C(NCCC1CCCCN1S(=O)(=O)c1ccccc1)C(=O)NCCN1CCOCC1 (configuration not stated),.,26%,.,-27%,-2%,.
Cc1nc2cc(C(F)(F)F)ccc2n1CCNc1nc(-c2ccc(F)cc2)cs1,-2,?,?,38%[activator],?,12
CCSC1=C(C#N)C(c2cccc(OC)c2)CC(=O)N1 (configuration not stated),-2,-26%,4%,-13%,1%,-4
CCOC(=O)c1ccccc1NC(=O)Cc1c(C(=O)O)n(C)c2ccccc12,0,-3%,8%,25%,1%,-3
CCOC(=O)CC1C(=O)NCCN1S(=O)(=O)c1cccc(C(F)(F)F)c1 (configuration not stated),-3,13%,.,?,-15%,-10
CSc1cccc(-n2c(C)cc(C(N)=O)c2C)c1,-2,.,-2%,4%,2%[11.4 µM],-7
CCOC(=O)c1cc2oc(C)cc2n1CC(=O)OC1CCCCC1,-3,?,-4%,.,1%,-17
COCCNC(=S)NC12CC3CC(CC(C3)C1)C2,-1,-4%,-1%,.,-25%,20
COc1ccccc1OCCSc1nc2ccccc2n1CCC(=O)O,7,1%,-4%,62%[activator],-2%,-4
CN(C)S(=O)(=O)c1ccc(NC(=O)c2cccnc2)cc1,-5,.,-1%,-35%,0%,-5
O=C(NCc1ccc(F)cc1)Nc1cccc(Cl)c1,28*,64%[activator],-11%,63%[activator],-7%,62*
Nc1nc(Nc2ccccc2)sc1C(=O)c1ccccc1,36*,-17%,10%,6%,-8%,90*
COc1cc(C(C)=O)ccc1OCC(=O)Nc1ccc(Cl)c(S(=O)(=O)N2CCOCC2)c1,.,4.1µM*,.,2.1µM*,-16%,.
COC(=O)c1ccc2c(=O)n(CCCCCC(=O)NCc3ccc4c(c3)OCO4)c(=O)[nH]c2c1,4,.,1%,?,7%,-13
CC12CCC(C(N)=O)(C1Br)C2(C)C (configuration not stated),-2,12%,-4%,-8%,-4%,-6
CCC(C)Nc1nc(OC(C(F)(F)F)C(F)(F)F)nc(OC(C(F)(F)F)C(F)(F)F)n1 (configuration not stated),14,3%,-8%,?,3%,13
COCCNC(=O)CSc1nc2ccccc2c(=O)n1CCC(=O)N1CCN(c2ccccc2)CC1,-3,-19%,1%,-15%,1%,-2

# Compound profiles, as listed above. Values in the order: CHX counter, Pf growth 48h, FBPA Giardia inh, Pf growth 96h, Sm TGR inh, Shiga inhibitor
# CN(C)S(=O)(=O)c1ccc(NC(=O)c2cccnc2)cc1 is listed as -5, ., -1%, -35%, 0%, -5
# COCCNC(=S)NC12CC3CC(CC(C3)C1)C2 is listed as -1, -4%, -1%, ., -25%, 20

# The main list resumes, repeating the 6 entries before the break.
SMILES,CHX counter,Pf growth 48h,FBPA Giardia inh,Pf growth 96h,Sm TGR inh,Shiga inhibitor
Nc1nc(Nc2ccccc2)sc1C(=O)c1ccccc1,36*,-17%,10%,6%,-8%,90*
COc1cc(C(C)=O)ccc1OCC(=O)Nc1ccc(Cl)c(S(=O)(=O)N2CCOCC2)c1,.,4.1µM*,.,2.1µM*,-16%,.
COC(=O)c1ccc2c(=O)n(CCCCCC(=O)NCc3ccc4c(c3)OCO4)c(=O)[nH]c2c1,4,.,1%,?,7%,-13
CC12CCC(C(N)=O)(C1Br)C2(C)C (configuration not stated),-2,12%,-4%,-8%,-4%,-6
CCC(C)Nc1nc(OC(C(F)(F)F)C(F)(F)F)nc(OC(C(F)(F)F)C(F)(F)F)n1 (configuration not stated),14,3%,-8%,?,3%,13
COCCNC(=O)CSc1nc2ccccc2c(=O)n1CCC(=O)N1CCN(c2ccccc2)CC1,-3,-19%,1%,-15%,1%,-2
Cc1cccc(CSCCNC(=O)CN2C(=O)c3ccccc3S2(=O)=O)c1,-3,5%,-10%,?,-2%,18
COc1cc(CCC(=O)OCC(=O)Nc2ccccc2C#N)cc(OC)c1OC,-1,17%,0%,8%,-9%,18
CCOC(=O)c1c(C)[nH]c(C(=O)Nc2cc(OCC)c(N3CCOCC3)cc2OCC)c1C,.,2.9µM*,.,15µM*,3%,.
Cc1nc(SCC(=O)N2CCN(C(=O)c3cccs3)CC2)c2c(C)c(C)sc2n1,.,?,.,?,-1%,.
CC1CN(S(=O)(=O)c2ccc(C(=O)Nc3sc4c(c3C(N)=O)CCN(C)C4)cc2)CC(C)O1 (configuration not stated),-3,9%,-9%,?,6%,-7
COc1cccc(OC)c1OCCCCc1c(C)n[nH]c1C,3,14%,12%,-2%,0%,29
CC(=O)Nc1ccccc1C(=O)OCC(=O)c1ccccc1Cl,24*,59%[activator],0%,107%[activator],-7%,53*
Cc1cc(C(F)(F)F)nn1CC(=O)NCc1ccccc1,-7,.,3%,7.4µM*,-13%,-15
C/C(CCc1ccc2c(c1)OCO2)=N\N=C1\NC(=O)CC(C(=O)Nc2ccccc2F)S1 (configuration not stated),-4,-1%,-8%,59%[activator],-7%,12
Cc1ccccc1OCCC(=O)OCC(=O)NCCc1ccccc1,.,0%,.,21%,-2%,.
CCOC(=O)c1nnc(-c2ccccc2)nc1Oc1ccc(Cl)cc1,-3,-19%,0%,29%,-8%,12
CC[C@@H]1CC=C[C@H]2[C@H]1C(=O)N(Cc1ccccc1)[C@H]2c1ccc2ccccc2c1,6,13µM*,1%,?,8%,14
COc1ccc(/C=C\C(=O)NCc2ccc3c(c2)cc(C)n3C)cc1OC,-2,?,?,?,1%,1
COc1ccc(N(Cc2cc3cc(OC)ccc3[nH]c2=O)S(C)(=O)=O)cc1,-2,18%,-1%,?,2%,-20
Cc1ccccc1NC(=O)Cc1nc(CN(C)CC(=O)Nc2cccc(F)c2)cs1,.,?,.,?,-17%,.
NC(=O)CCn1c(C(=O)c2cccc([N+](=O)[O-])c2)c2ccccc2[n+]1[O-],-4,39%[activator],-5%,25%,-24%,-2
O=C(O)c1ccccc1Sc1c([N+](=O)[O-])cc(C(F)(F)F)cc1[N+](=O)[O-],-2,?,5%,32%[activator],-21%,-14
Cc1onc(-c2ccccc2)c1C(=O)NCC(O)c1ccccc1 (configuration not stated),-3,14%,7%,7%,18%,-17
COC(=O)C1CCCCN1C(=O)c1cccc(OC2CCN(C(=O)C3CC3)CC2)c1 (configuration not stated),17,-25%,-9%,6%,-32%,5
